SENP8 inh: SENP8 (human) protease inhibition; inhibition, % at 20 µM; Q96LD8; hit rate 0.64% among 360,000; recombinant SENP8, Nedd8 substrate fluorescence; AID 602440; in the data active = inhibition mostly above about 40%, no sharp cut-off; inactive = mostly below about 27%
Target sequence (Q96LD8 whole entry, looked up): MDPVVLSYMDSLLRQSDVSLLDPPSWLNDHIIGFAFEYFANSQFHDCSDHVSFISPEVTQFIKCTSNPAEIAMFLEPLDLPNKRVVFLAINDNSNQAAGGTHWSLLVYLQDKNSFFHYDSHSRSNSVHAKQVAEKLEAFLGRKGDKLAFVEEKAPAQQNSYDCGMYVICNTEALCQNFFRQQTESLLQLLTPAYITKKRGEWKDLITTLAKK
SENP6 block: SENP6 protease inhibition. Q9GZR1. Recombinant SENP6 catalytic domain, aminoluciferin luminescence. inhibition, % at 10 µM. hit rate 1.8% among 330,000. AID 2599;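 active = inhibition above about 50% at the single tested dose, limit read from the data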;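 note: plate controls were DMSO wells with enzyme for no effect and DMSO wells lacking enzyme for full effect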
hIAP activ: human IAP activation. purified human IAP, CDP-Star luminescence, 30 min; active compounds read high; 1 = vehicle-only enzyme, 0 = enzyme-free background. activation factor at 10 µM. hit rate 0.16% among 330,000. AID 2524;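 active = activation factor of the enzyme at least 2-fold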; note: the source names both 10 and 20 µM as test concentration; values of inactives mirror those of a sister screen read the other way
Target sequence (P09923 whole entry, looked up): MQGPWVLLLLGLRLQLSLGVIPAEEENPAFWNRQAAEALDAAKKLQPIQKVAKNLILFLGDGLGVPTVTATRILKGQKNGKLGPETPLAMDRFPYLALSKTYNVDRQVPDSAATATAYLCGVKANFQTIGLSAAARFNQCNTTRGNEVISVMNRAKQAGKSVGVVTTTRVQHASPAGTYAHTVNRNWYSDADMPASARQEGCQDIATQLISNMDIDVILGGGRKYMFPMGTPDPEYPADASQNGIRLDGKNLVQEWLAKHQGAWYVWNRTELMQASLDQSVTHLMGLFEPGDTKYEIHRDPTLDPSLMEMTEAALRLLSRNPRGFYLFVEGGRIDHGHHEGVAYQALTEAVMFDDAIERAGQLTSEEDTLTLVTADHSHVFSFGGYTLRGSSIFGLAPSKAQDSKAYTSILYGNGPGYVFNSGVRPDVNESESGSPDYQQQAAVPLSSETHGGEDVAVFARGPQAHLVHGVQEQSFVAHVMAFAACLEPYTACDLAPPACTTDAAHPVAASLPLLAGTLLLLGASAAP
NR3A LBD binder: modulates the human NR3A ligand-binding domain | Tm shift relative to glycine control, % at 25 µM | NR3A LBD differential scanning fluorimetry, Tm shift; 0% = protein alone, 100% = glycine-bound protein | hit rate 2.5% among 340,000;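 active = melting temperature shift of at least 10% of the positive control shift, at one fixed dose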
ATG4B inh: inhibitors of human ATG4B cysteine protease; Q9Y4P1; ATG4B cleavage of LC3-PLA2, NBD-HPC fluorescence, 1 h; inhibition, % at 8.33 µM; hit rate 0.51% among 340,000; in the data active = inhibition above about 40%
PfGluPho inh: PfG6PD (Plasmodium falciparum) enzyme inhibition | AID 504690 | inhibition, % at 20 µM | hit rate 0.78% among 350,000 | PfGluPho enzyme, NADPH resazurin-diaphorase fluorescence;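 active = inhibition reaching at least a set limit at 20 µM in the primary screen, cut at about 59% in these data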;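 note: 0% = DMSO wells with substrate and 100% = DMSO wells lacking glucose-6-phosphate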
MPTP inh: blocks calcium-induced mitochondrial swelling; hit rate 1.4% among 360,000; inhibition, % at 10 µM; isolated mouse mitochondria, Ca2+ swelling absorbance, 30 min;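 active = inhibition of 50% or more, scaled per plate between neutral and stimulator controls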;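 note: 0% = DMSO wells given calcium and 100% = 1 mM EGTA wells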
SENP1 FRET inh: SENP1 (human) catalytic domain inhibition | Q9P0U3 | recombinant SENP1 catalytic domain, CyPet-SUMO1-YPet FRET cleavage | inhibition, % at 10 µM | hit rate 0.21% among 360,000 | AID 624204;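 active = inhibition at least 30% at 10 µM, raw YFP signal under a set limit, fluorescence ratio 0.5 to 1.5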;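 note: 0% = enzyme with DMSO and 100% = no enzyme wells; some results filed as inactive read as strong as hits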
Target sequence (Q9P0U3 419-644 limits assumed): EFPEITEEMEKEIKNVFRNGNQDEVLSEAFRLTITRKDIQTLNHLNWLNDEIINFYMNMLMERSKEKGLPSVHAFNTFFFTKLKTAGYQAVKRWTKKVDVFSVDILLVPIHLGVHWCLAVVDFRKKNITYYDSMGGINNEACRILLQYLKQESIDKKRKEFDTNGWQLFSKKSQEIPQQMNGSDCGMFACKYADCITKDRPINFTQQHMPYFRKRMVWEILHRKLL
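Test system: hSENP1 catalytic domain, recombinant; Amount: 20 pM final SENP1 enzyme; Medium: Tris pH 8 buffer plus EDTA, NaCl, BME, BSA, NP40, catalase; Schedule: 50 min enzyme reaction, room temperature, light-protected; Technique: FRET fluorescence in CFP and YFP emission channels; Controls: no-enzyme wells low, DMSO-plus-enzyme wells high control.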
* marks the source's active call; other numbers are inactive results; nt = no result given.

SMILES	SENP8 inh	SENP6 block	hIAP activ	NR3A LBD binder	ATG4B inh	PfGluPho inh	MPTP inh	SENP1 FRET inh
CC(=O)c1cccc(NC(=O)C(C)OC(=O)C2CCC2)c1 (configuration not stated)	4	-11	1.1	-1	-11	7	-0.7	0
Nc1ccc(N2CCOCC2)cc1C(F)(F)F	-45	-17	1	-2	1	-6	0.6	-9
O=C(c1ccc(-c2ccccc2Cl)o1)N1CCC1	18	5	0.99	-1	-3	16	-2.3	2
Cc1ccc(C(=O)N2CCN=C2SCc2ccc([N+](=O)[O-])cc2)cc1C	11	-4	0.88	2	0	11	-0.6	6
CC(C)NC(=O)c1ccc2c(c1)nnn2C	6	-10	1.1	4	-8	-9	-0.4	-1
Cc1ccc(-c2nc(N)sc2-c2ccc(C)cc2)cc1	-61	nt	nt	-15	5	30	2.1	1
Cc1cnc(NC(=O)CSc2nnc(-c3cccs3)n2C)s1	-22	0	1.1	-2	2	-11	0.0	2
Cc1cccc(OCC(=O)NCC(=O)N/N=C/c2cc(Br)ccc2OCc2ccccc2)c1	13	-1	0.91	-3	4	19	0.8	0
COc1ccccc1NC(=O)C1=C(C)Nc2nnnn2C1c1ccccc1OC (configuration not stated)	-68	-17	1.1	1	-6	-3	-2.0	-2
CCc1nnc(NC(=O)CCNC(=O)c2ccccc2Cl)s1	12	-33	0.96	1	1	-3	-1.1	2
CN1C(=O)CSC1=Nc1cccc(C(=O)O)c1	11	2	1	6	2	-5	0.1	1
Cc1cccc(OCc2nnc(SCC(=O)N3CCc4ccccc43)n2C)c1	8	0	0.97	-1	-9	3	-1.3	1
CCC(C)Nc1nnnc2c1sc1nc3c(cc12)COC(C)(C)C3 (configuration not stated)	-33	-7	1	0	-24	4	-0.4	-8
C[C@@H]1CN([C@H](C)CO)C(=O)CCCn2nncc2CO[C@@H]1CN(C)S(=O)(=O)c1ccccc1C#N	-6	nt	nt	nt	nt	-4	0.7	3
NC(=O)c1nsc(C(=O)N(Cc2cccnc2)C(C(=O)NC2CCCCC2)c2ccc(F)cc2)c1N (configuration not stated)	-267	-23	0.94	-1	-7	15	-1.0	-9
CCc1nn(C(CC)C(=O)NCCc2ccc(OC)cc2OC)c(=O)c2cc3occc3n12 (configuration not stated)	4	-7	1.2	-1	-13	-9	2.0	2
Cc1cccc(C(=O)N2CCN(CCNC(=O)C(=O)Nc3ccc(F)cc3)CC2)c1	22	-2	0.92	-1	-4	-19	0.6	2
CSc1nsc(SC)c1C(=O)Nc1ccc(C(C)(C)C)cc1	3	-17	1	-1	2	55	3.8	1
Cc1ccc(S(=O)(=O)N2CCOCC2)cc1C(=O)OCC(=O)NC1CCCC(C)C1C (configuration not stated)	11	4	0.99	1	0	8	0.6	0
CC(=O)Nc1cccc(Oc2ncnc3scc(-c4ccc(C(C)C)cc4)c23)c1	15	nt	nt	-1	5	-16	3.9	2
CC(=O)C1=C(C)OC(N)=C(C#N)C1c1cccnc1 (configuration not stated)	-29	14	0.92	-1	-5	-1	-2.0	-7
Cc1ccc(OCCOC(=O)Cn2nc(C)c([N+](=O)[O-])c2C)cc1	-2	-41	0.92	0	-2	7	-3.0	0
CC1(NC(=S)NCCCCCCNC(=S)NC2(C)CCS(=O)(=O)C2)CCS(=O)(=O)C1 (configuration not stated)	15	-4	0.99	-1	-9	-12	2.3	1
CC(=O)c1c(O)c2ccccc2n(C)c1=O	-106	-16	0.97	0	9	-1	1.6	-7
Cc1ccc([C@H]2C(C(=O)O)=C[C@@H](CC3CCCC3)N2S(=O)(=O)c2ccc(C)cc2)cc1	-1	17	1.2	-4	5	-12	1.3	-1
Next part
SMILES	SENP8 inh	SENP6 block	hIAP activ	NR3A LBD binder	ATG4B inh	PfGluPho inh	MPTP inh	SENP1 FRET inh
O=C(Nc1ccc2c(c1)OCO2)C1CC1	-10	8	1	2	-5	17	-0.1	-5
CCC(=O)N1CCc2cc(S(=O)(=O)CCC(=O)Nc3c(C)n(C)n(-c4ccccc4)c3=O)ccc21	nt	-8	0.89	-1	-11	-6	nt	nt
COc1cc(C2NC(=O)NC(c3ccccc3)=C2C(C)=O)ccc1OCC#N (configuration not stated)	3	-14	0.82	-2	14	-15	-1.6	-3
CCOc1ccc(C(CCc2ccccc2)NC(=O)c2ccccc2OC)cc1OCC (configuration not stated)	0	-19	0.95	5	15	3	-1.8	2
COC(=O)C1(O)CC(CC(C)C)=NN1C(=O)c1ccccc1 (configuration not stated)	34	-5	1.5	-5	-11	-13	0.6	-2
CCCCN1CC[C@H]2C=CC[C@@H](C(=O)Nc3ccccc3)[C@H]2C1=O	-3	5	0.89	-1	-10	-3	-0.1	-1
Cn1ncc2c(=O)n(/N=C/c3ccccc3)cnc21	6	-8	1.3	-2	7	16	-4.5	0
COc1ccc(CCNC(=O)Cc2ccc(NS(=O)(=O)c3ccc(F)cc3)cc2)cc1OC	11	-5	0.9	-2	-6	8	-0.6	1
Cc1nnc(SCC(=O)N2CCC(c3noc4ccc(F)cc34)CC2)s1	18	-5	0.87	0	-8	6	-1.7	1
CC(C)C(=O)NNC(=O)c1cc2sccc2s1	10	-18	1.2	2	-6	-12	0.6	1
CCOC(=O)C1=C(C)N(C)C(=S)NC1c1c(OCC)ccc2ccccc12 (configuration not stated)	17	-6	0.93	0	4	-12	0.2	1
OCC[C@H]1C[C@@H](O)[C@H](O)[C@@]2(Cc3ccccc3O2)O1	13	-5	1.4	0	0	-6	0.0	1
CCc1ccc(C(=O)N2CCCN(C)CC2)s1	6	15	1.2	4	1	11	-2.4	1
Cc1cccc(-c2ncc(S(=O)(=O)C(C)(C)C)c(N)n2)c1	10	-6	1.1	1	-4	2	0.0	0
O=C(N/N=C/c1ccc([N+](=O)[O-])o1)c1ccc2c(c1)OCO2	24	12	1.1	-1	-7	25	0.7	-5
O=C(Nc1ccc(NC(=O)C2CC2)nc1)c1ccccn1	3	55*	1.1	2	-13	0	1.0	2
CCOc1ccccc1-c1nc(CN2CCC(C(=O)N3CCOCC3)CC2)c(C)o1	-31	-5	0.96	1	19	7	2.2	-6
CCCc1noc(-c2cccc([N+](=O)[O-])c2)n1	18	-11	0.86	0	-1	-5	0.6	-1
O=C(NCC1CCCO1)c1ccc(Cl)c(NS(=O)(=O)c2ccc(F)cc2)c1 (configuration not stated)	-1	nt	nt	nt	nt	-11	-0.1	-1
COc1cc(/C=C/c2[nH]c(=O)[nH]c(=O)c2[N+](=O)[O-])cc(OC)c1O	9	10	0.93	0	-7	-3	1.7	2
CCN(CC)c1ccc(C=Nc2cc(C)ccc2C)c(O)c1	13	6	1	0	0	44	4.0	-27
Cc1nc2ccc(NC(=O)c3nn(C(C)C)c(=O)c4ccccc34)cc2s1	2	-27	0.84	17*	-8	7	0.8	-10
Cc1ccc2[nH]cc(C(=O)CN3CCN(c4ccccc4F)CC3)c2c1	2	-19	0.81	-1	2	10	0.4	-16
COc1cc(CNc2nc3ccccc3[nH]2)cc(OC)c1OC	23	-9	0.8	-2	2	-3	-1.0	0
CCCCOc1ccc(C(O)C(CN2CCCCC2)c2ccccc2)cc1 (configuration not stated)	25	-7	1	-2	-1	13	44	2
The listing continues.
SMILES	SENP8 inh	SENP6 block	hIAP activ	NR3A LBD binder	ATG4B inh	PfGluPho inh	MPTP inh	SENP1 FRET inh
O=C(COC(=O)C12CC3CC(CC(C3)C1)C2)Nc1ccc2[nH]c(=O)[nH]c2c1	9	-13	1.2	1	-2	11	0.2	2
O=C1C(Cc2ccc(O)cc2)NC(=S)N1Cc1ccccc1 (configuration not stated)	11	-1	0.91	-1	-1	-13	1.4	-5
CCCCC(=O)N/N=C/c1ccc(-c2ccc([N+](=O)[O-])cc2)o1	-100	7	0.94	-6	-3	-3	0.7	-35
CCC(C)NC(=O)CCSCCC(=O)NC(C)CC (configuration not stated)	4	8	0.93	0	7	-18	-1.5	-1
Cc1ccc(NCC(=O)N/N=C\c2ccc([N+](=O)[O-])o2)cc1	37	6	0.9	-1	1	7	1.1	-17
COc1cc(CNCCO)ccc1OCCc1ccccc1	11	-6	0.83	-1	-1	-2	0.2	-2
CCn1nc(C(=O)Nc2cc(Cl)ccc2-n2cncn2)c2ccccc2c1=O	-24	-7	1.3	0	-6	0	-2.3	1
COc1cc(C(=O)NCCN2CCN(C(=O)c3cc(OC)c(OC)c(OC)c3)CC2)cc(OC)c1OC	10	5	0.96	0	3	-21	0.5	1
Cc1ccc(OCCn2ccc(=O)[nH]c2=O)cc1C	9	-6	0.87	-1	5	-3	1.7	2
NC(=O)C1(N2CCCCC2)CCN(C(=S)NCCc2ccccc2)CC1	9	7	1.1	2	-13	-8	-2.8	2
CS(=O)(=O)N1CCN(C(=O)c2cccnc2)CC1	4	-15	1.2	1	7	3	-0.2	2
COc1ccc(N2C(=O)/C(=C3/C=CC=CN3C)SC2=S)cc1	40	-16	1.3	0	5	-2	0.0	2
COc1ccc(S(=O)(=O)Oc2ccc3ccccc3c2)cc1	9	-13	0.98	-1	0	0	0.0	0
O=C(Nc1ccnc(-c2ccncc2)n1)c1cccs1	14	-13	1	-1	3	-17	-3.0	0
Cc1ccc(/C=C/C(=O)OCC(=O)NCc2cccs2)o1	-2	-13	0.92	-2	6	61*	-0.2	3
Cc1ccc(-n2c(C)cc(C=C3C(=O)N(C)C(=O)N(C)C3=O)c2C)cc1	12	nt	nt	2	-8	-4	1.3	-1
COc1cc2c(cc1OC)C(c1ccc(Br)cc1)N(C(=O)c1ccccc1C(=O)O)CC2 (configuration not stated)	0	4	0.79	-3	12	-24	-1.1	0
COc1ccc(N2CCN(C(=O)CSc3ccc([N+](=O)[O-])cc3)CC2)cc1	26	-4	1	-1	-2	10	0.6	2
Cc1cccn2c(/C=N/OCc3ccc(F)cc3)c(-c3ccc(Cl)cc3)nc12	-405	3	1	-23	-2	18	3.4	-3
Cc1ccc(C(C)C)c(OCC(=O)Nn2c(=O)[nH]c3ccccc3c2=O)c1	-14	1	1	-1	-10	-11	0.6	-1
OC(CN1CCN(c2ccccc2Cl)CC1)c1ccccc1 (configuration not stated)	8	-30	1	0	11	2	0.3	4
COc1ccc(CCNC(=S)NC(=O)/C=C/c2ccc(C)cc2)cc1OC	5	-6	0.91	1	5	7	-0.3	-2
CCn1c(N)c(C(=O)NCc2cccnc2)sc1=S	20	1	1.1	0	13	13	-7.9	1
O=C(CSC1=NCCS1)c1ccc(Cl)cc1	6	5	1	2	-7	6	1.0	0
COCCSc1nc2sc3c(c2c(=O)n1-c1ccccc1)CCN(C)C3	-376	-34	1	1	0	21	-2.6	5
O=C(Nc1ccc(F)cc1F)Nc1sccc1-c1nc2ccccc2s1	-137	-10	1	21*	-10	81*	31	-77
O=c1c2c(-c3cccs3)csc2ncn1-n1cccc1	-33	-6	1.1	-1	4	0	-2.6	1
COc1ccc(C(=O)C(=O)c2ccc(OCCO)cc2)cc1	14	-4	1	0	-1	-15	0.5	-1

Of the compounds above, three contain a cyano group.
SMILES	SENP8 inh	SENP6 block	hIAP activ	NR3A LBD binder	ATG4B inh	PfGluPho inh	MPTP inh	SENP1 FRET inh
C[C@@H]1CN([C@H](C)CO)C(=O)CCCn2nncc2CO[C@@H]1CN(C)S(=O)(=O)c1ccccc1C#N	-6	nt	nt	nt	nt	-4	0.7	3
CC(=O)C1=C(C)OC(N)=C(C#N)C1c1cccnc1 (configuration not stated)	-29	14	0.92	-1	-5	-1	-2.0	-7
COc1cc(C2NC(=O)NC(c3ccccc3)=C2C(C)=O)ccc1OCC#N (configuration not stated)	3	-14	0.82	-2	14	-15	-1.6	-3

One compound at a time, as listed above. Order of values: SENP8 inh | SENP6 block | hIAP activ | NR3A LBD binder | ATG4B inh | PfGluPho inh | MPTP inh | SENP1 FRET inh
COCCSc1nc2sc3c(c2c(=O)n1-c1ccccc1)CCN(C)C3 is entered as -376 | -34 | 1 | 1 | 0 | 21 | -2.6 | 5
CCn1c(N)c(C(=O)NCc2cccnc2)sc1=S is entered as 20 | 1 | 1.1 | 0 | 13 | 13 | -7.9 | 1
COc1ccc(C(=O)C(=O)c2ccc(OCCO)cc2)cc1 is entered as 14 | -4 | 1 | 0 | -1 | -15 | 0.5 | -1
